PKM2 act: activators of human pyruvate kinase M2 | purified PKM2, Kinase-Glo ATP luminescence, activation; response scale: 0% is enzyme alone, no compound | Potency, µM (top dose mostly 57.5 µM), for the others: at the highest dose activation, usual class: activators | hit rate 0.34% among 260,000 | AID 1631; further: potency means the concentration at half of the fitted maximal effect; on the % scale 0 is the no-effect control and ±100 the full control effect; nearly all actives have a fitted effect of over 55% in size
Target sequence (P14618 whole entry, looked up): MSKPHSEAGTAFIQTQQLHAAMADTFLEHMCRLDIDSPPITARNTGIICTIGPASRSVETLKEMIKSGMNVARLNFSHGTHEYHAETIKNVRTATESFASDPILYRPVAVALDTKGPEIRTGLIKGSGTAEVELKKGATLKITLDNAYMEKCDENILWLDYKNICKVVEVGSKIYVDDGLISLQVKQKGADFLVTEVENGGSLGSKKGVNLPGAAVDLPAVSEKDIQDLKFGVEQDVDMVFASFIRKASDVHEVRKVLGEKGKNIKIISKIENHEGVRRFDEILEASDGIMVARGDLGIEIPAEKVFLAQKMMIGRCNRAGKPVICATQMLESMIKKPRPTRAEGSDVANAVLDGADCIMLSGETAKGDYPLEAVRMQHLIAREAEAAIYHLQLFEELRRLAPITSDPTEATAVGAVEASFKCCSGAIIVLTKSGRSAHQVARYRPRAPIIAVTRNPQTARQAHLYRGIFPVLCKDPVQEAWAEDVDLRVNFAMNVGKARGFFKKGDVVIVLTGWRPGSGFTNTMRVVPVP
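hPK-M2, >95% pure; 0.1 mM ADP / 0.5 mM PEP final; imidazole pH7.2 buffer w/ 7 mM MgCl2, 50 mM KCl; 1 h RT; Kinase-Glo lum. Intermediate enzyme activity for dual inhibitor/activator qHTS.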
Mito fusion act: mitochondrial division inhibition or fusion activation; S. cerevisiae fusion-defective mutant growth rescue, CellTiterGlo 48 h; Potency, µM (titrated, usually from 46.1 µM), without a hit: top-dose growth rescue (activation), most hits filed as activators; hit rate 0.23% among 320,000; AID 485298;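 further: potency means the concentration at half of the fitted maximal effect; % of control where 0% means no effect; nearly all actives have a fitted effect of over 45% in size; temperature-sensitive fusion mutants such as fzo1-1 at 37 °C on non-fermentable ethanol glycerol medium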
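Temperature-sensitive fusion-defective S. cerevisiae (e.g. fzo1-1, mgm1-5) were grown with compound in YPEG medium (3% ethanol, 3% glycerol) for 48 hours at 37C. Growth rescue was measured as viability by CellTiterGlo luminescence after 10 minutes at ambient.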
Rab9 prom act: activates the Rab9 promoter; hit rate 2.8% among 320,000; Potency, µM (titrated, usually from 9.22 µM), for inactives: top-dose activation, negative = inhibition, actives largely listed as activators; Huh7 Rab9 promoter-luciferase reporter, luminescence, 24 h; further: potency means the concentration at half of the fitted maximal effect; % of control where 0% means no effect; nearly all actives have a fitted effect of over 60% in size
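Stable Rab9-luc Huh7, 1500 cells/well, 2 h settle; cmpd in DMSO, 24 h, 37 °C/5% CO2; luciferase reagent 10 min RT; luminescence.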
VP16 counter: Gal4-VP16 reporter inhibition counter-screen; Drosophila S2 Gal4-VP16 UAS-luciferase, luminescence, 20 h; Potency, µM (titrated, usually from 53.6 µM), inactives show at the top dose activity, negative = inhibition, most hits filed as inhibitors; hit rate 3.5% among 310,000;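 further: Gal4-VP16 expression switched on by copper sulfate through the metallothionein promoter; potency means the concentration at half of the fitted maximal effect; on the % scale 0 is the no-effect control and ±100 the full control effect; nearly all actives have a fitted effect of over 50% in size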
Menin-MLL TR inh: inhibitors of human menin-MLL interaction, mutant MLL peptide; O00255; Potency, µM (series often up to 61.6 µM), inactives show at the top dose FP activity change, negative = inhibition, hits mostly inhibitors; hit rate 0.23% among 270,000; Menin + Texas Red MLL mutant peptide, fluorescence polarization; AID 1768; active means well fitted inhibition curve with a large enough effect in the polarisation, with a control signal flat, not every such curve was filed as active; inconclusive means small, poorly fitted or top-dose-only effect, or effect the other way, or a change in a side signal; inactive means no such curve, though single readings can be large or run the other way; the % refers to the polarisation; further: potency means the concentration at half of the fitted maximal effect; % of control where 0% means no effect; many of its hits are not listed in these tables
NPC1 prom act: activators of NPC1 promoter; Potency, µM (series often up to 9.22 µM), for inactives: at the highest dose activation, actives largely listed as activators; AID 485313; hit rate 2.4% among 320,000; Huh7 NPC1 promoter luciferase reporter, 24 h;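 further: potency means the concentration at half of the fitted maximal effect; % of control where 0% means no effect; nearly all actives have a fitted effect of over 60% in size; reporter is driven by a mutant NPC1 promoter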
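Compounds in DMSO were transferred onto Huh7 NPC1-luciferase reporter cells pre-incubated 2 h; after 24 h at 37 °C, Amplite reagent was dispensed and luminescence recorded 10 min later.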
FLuc modulator: counter-screen for miR-21 project: firefly luciferase inhibitors or activators; P08659; purified FLuc, Km substrates, luminescence inhibition; Potency, µM (series often up to 57.5 µM), for the others: top-dose activity change, negative = inhibition, most hits filed as inhibitors; hit rate 6.9% among 360,000; AID 588342;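 further: potency means the concentration at half of the fitted maximal effect; plate controls were vehicle for no effect and reference inhibitor for full effect; nearly all actives have a fitted effect of over 55% in size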
Target sequence (P08659 whole entry, looked up): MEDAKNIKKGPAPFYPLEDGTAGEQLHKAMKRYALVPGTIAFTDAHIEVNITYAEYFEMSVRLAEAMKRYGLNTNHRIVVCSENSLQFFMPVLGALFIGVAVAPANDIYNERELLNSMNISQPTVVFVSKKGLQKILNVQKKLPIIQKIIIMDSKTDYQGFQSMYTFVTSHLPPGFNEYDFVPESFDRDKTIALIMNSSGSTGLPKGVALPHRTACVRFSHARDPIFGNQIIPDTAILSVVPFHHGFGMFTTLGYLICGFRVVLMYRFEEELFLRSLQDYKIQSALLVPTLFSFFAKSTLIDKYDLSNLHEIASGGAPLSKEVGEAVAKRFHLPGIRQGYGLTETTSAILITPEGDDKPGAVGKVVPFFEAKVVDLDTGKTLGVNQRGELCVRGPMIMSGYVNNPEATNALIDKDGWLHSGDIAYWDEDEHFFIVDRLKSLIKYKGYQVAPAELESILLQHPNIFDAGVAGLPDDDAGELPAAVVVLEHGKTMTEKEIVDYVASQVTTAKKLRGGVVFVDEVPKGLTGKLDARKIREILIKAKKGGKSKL
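Purified P. pyralis luciferase (10nM final) with 10uM D-luciferin and 10uM ATP (Km levels) in 50mM Tris acetate pH 7.5, 10mM Mg acetate, 0.01% Tween-20, 0.05% BSA; qHTS 6-point titration, ~60 µM downward; luminescence read.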
MBNL1 CUG block: blocks human MBNL1 binding to CUG repeat RNA. hit rate 0.036% among 280,000. AID 2675. TR-FRET MBNL1-His/biotin-(CUG)12 binding, 665/545 ratio. Q9NR56. Potency, µM (series often up to 57.5 µM), inactives show at the highest dose activity change, negative = inhibition, actives largely listed as inhibitors; active means well fitted inhibition curve with a large enough effect in the signal ratio, with a control signal flat, not every such curve was filed as active; inconclusive means small, poorly fitted or top-dose-only effect, or effect the other way, or a change in a side signal; inactive means no such curve, though single readings can be large or run the other way; the % refers to the signal ratio; further: potency means the concentration at half of the fitted maximal effect; on the % scale 0 is the no-effect control and ±100 the full control effect
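TR-FRET readout: Ex 340 nm, 665/545 nm emission ratio, normalized to buffer-only (basal) and MBNL1-(CUG)12 controls. Complex of MBNL1-His with Biotin-(CUG)12, compounds 92 nM–58 uM, incubated 60 min at room temperature.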
RORgamma inh: inhibitors of mouse ROR gamma transcriptional activity | P51450 | Drosophila S2 Gal4-RORgamma UAS-luciferase reporter, 20 h | Potency, µM (doses to about 53.6 µM), for the others: at the highest dose activity change, negative = inhibition, most hits filed as inhibitors | hit rate 5.4% among 310,000; further: potency means the concentration at half of the fitted maximal effect; on the % scale 0 is the no-effect control and ±100 the full control effect; nearly all actives have a fitted effect of over 60% in size
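Stable Schneider cell line, Gal4 DNA-binding domain fused to ROR gamma, UAS-luciferase. Cmpd 1 hr RT → CuSO4 700 uM final → 20 hr RT → luciferase reagent 10 min → luminescence.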
ELG1 DNA repair: inhibitors of ELG1-dependent DNA repair in HEK293T cells; HEK293T ELG1-luciferase reporter, luminescence, 16 h; DNA damage induced by 5-fluorouridine; Potency, µM (series often up to 46.1 µM), inactives show at the top dose activity change, negative = inhibition, hits mostly inhibitors; hit rate 2.3% among 330,000; further: potency means the concentration at half of the fitted maximal effect; on the % scale 0 is the no-effect control and ±100 the full control effect; nearly all actives have a fitted effect of over 55% in size
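HEK293T cells expressing luciferase-tagged ELG1 (2,000/well) received 5-Fluorouridine plus compound or DMSO for 16 hr at 37 °C. Luciferase was read by ONE-Glo luminescence after 30 min at room temperature.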
KCNH2 3.1 inh: KCNH2 3.1 (human) potassium channel inhibition | AID 720553 | U2OS KCNH2 3.1, thallium flux FluxOr; active compounds read low | hit rate 0.95% among 340,000 | activity change, % (tested at about 1.8 µM);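 active means maximum activity change below -70%; inconclusive means maximum activity change from -70% to -50%; inactive means maximum activity change above -50%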;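 further: thallium influx rate constant from kinetic fluorescence after stimulation buffer; on the % scale 0 is the no-effect control and ±100 the full control effect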
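Normalized rate constant (relative to positive and negative DMSO controls) derived from a 2 min kinetic fluorescence read after stimulation; U2OS cells expressing the 3.1 isoform via virus at 1.77 x 10^8 /mL.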
Starred values were filed as active, the others as inactive; ? = inconclusive; . = not tested or not shown; [ ] = dose if it differs, or a comment. Unless noted, the call rests on the fitted dose curve; in most records, active means well fitted curve in the direction sought with a large enough effect; inconclusive means small, poorly fitted or top-dose-only effect, or another doubt; inactive means no such curve, though single readings can be large; an effect the other way counts as inactive or inconclusive. These rows are one share of the data; count on the stated rates, not on these rows.

The first three records (preview)
Order of values: PKM2 act	Mito fusion act	Rab9 prom act	VP16 counter	Menin-MLL TR inh	NPC1 prom act	FLuc modulator	MBNL1 CUG block	RORgamma inh	ELG1 DNA repair	KCNH2 3.1 inh
1	CC(=O)c1c(C(C)=O)c(C)n(Cc2ccc(Cl)cc2)c1C
    0%	1%	-8%	-23%	?	-3%	-1%	-3%	27%	-6%	1
2	O=C(CCc1ccccc1)Nc1ncn[nH]1
    -4%	0%	4%	1%	-6%	-5%	1%	-12%	-5%	-2%	-6
3	O=C(NCc1ccccn1)c1ccc(NC(=O)c2ccco2)cc1
    -2%	0%	-1%	1%	8%	0%	-1%	-6%	6%	27%	-3

All compounds of this part, repeating the preview:
Order of values: PKM2 act	Mito fusion act	Rab9 prom act	VP16 counter	Menin-MLL TR inh	NPC1 prom act	FLuc modulator	MBNL1 CUG block	RORgamma inh	ELG1 DNA repair	KCNH2 3.1 inh
1	CC(=O)c1c(C(C)=O)c(C)n(Cc2ccc(Cl)cc2)c1C
    0%	1%	-8%	-23%	?	-3%	-1%	-3%	27%	-6%	1
2	O=C(CCc1ccccc1)Nc1ncn[nH]1
    -4%	0%	4%	1%	-6%	-5%	1%	-12%	-5%	-2%	-6
3	O=C(NCc1ccccn1)c1ccc(NC(=O)c2ccco2)cc1
    -2%	0%	-1%	1%	8%	0%	-1%	-6%	6%	27%	-3
4	COc1cc(NC(=O)CSc2nc3c(C)ccc(C)c3cc2C)c(C(=O)O)cc1OC
    11%	-6%	1%	?	?	2%	1%	-7%	24%	12%	-6
5	CSCCC(NC(=O)c1ccccc1)C(=O)N1CC=C(c2ccccc2)CC1 (centres undefined)
    -3%	-3%	-7%	4%	.	?	-6%	0%	0%	?	-2
6	CNC(=O)COC(=O)/C=C/c1cn(-c2ccccc2)nc1-c1ccc(C)o1
    10%	10%	-2%	0%	.	-1%	15µM*	.	25%	10%	9
7	CCCc1cc(=O)[nH]c(N/N=C/C=C\c2ccccc2)n1
    -1%	1%	7%	4%[10 µM]	-9%	-2%	-15%	?	7.1µM*	-14%	-4
8	Nc1nc(NCCCN2CCOCC2)nc(Nc2cccc(Cl)c2)c1[N+](=O)[O-]
    -6%	1%	-4%	-21%	.	-7%	-1%	.	-6%	?	0
9	CC(C)NC(=O)c1c(CSc2ccc(Cl)cc2)noc1C(=O)NCc1ccccc1
    .	19%	8%	.	.	-1%	0%	.	.	9%	-2
10	Cc1ccc(N2CC(C(=O)OCC(=O)Nc3cccc(Cl)c3C)CC2=O)cc1 (centres undefined)
    .	1%	-7%	.	.	-2%	1%	.	.	8%	9
11	CCOC(=O)CON1C(=O)c2ccccc2C1=O
    -7%	0%	0%	-6%	10%	1%	2%	15%	1%	10%	12
12	Cc1cccc(S(=O)(=O)Nc2nc3ccccc3nc2NCc2ccco2)c1
    14%	15%	-2%	2%	42%[activator]	-1%	7%	7%	5%	-13%	4
13	Cc1ccsc1CNCc1cc(Cl)ccc1O
    .	5%	0%	.	.	8%	-19%	.	.	27%	-1
14	CCCNC(=O)CN1C(=O)NC(CC)(c2ccc(F)cc2)C1=O (centres undefined)
    1%	-1%	3%	8%	7%	-1%	0%	-2%	-1%	0%	-12
15	Cc1cccc(N(CC(=O)NC2CCCCC2)C(=O)CCC(=O)Nc2ccccn2)c1
    -1%	0%	-4%	-5%	-10%	-1%	4%	-5%	1%	-1%	.
16	O=C(CCNc1ccc(Cc2ccncc2)cc1)c1ccc([N+](=O)[O-])cc1
    -22%	-2%	-4%	-19%[10 µM]	0%	0%	0%	?	-2%	-4%	-10
17	COC(=O)N/N=C/c1sc(N2CCCCC2)nc1-c1cccs1
    -4%	-2%	-2%	0.79µM*	?	2%	?	?	10µM*	-21%	-16
18	Cc1cccc(C)c1NC(=O)CN(C)C(=O)C1CC1C (centres undefined)
    .	-1%	-1%	.	.	-2%	-1%	.	.	18%	5
19	Cc1nc2ccccc2c(=O)n1NC(=O)c1c(O)c2c(n(CC(C)C)c1=O)CCCC2
    5%	20%	-1%	?	30%[activator]	-5%	-2%	7%	?	-11%	4
20	CC(=O)Nc1ccc(NC(=O)CN2CCN(c3ccccn3)CC2)cc1
    .	-12%	-1%	-8%	-2%	-2%	0%	-14%	-2%	15%	3

Order of values: PKM2 act	Mito fusion act	Rab9 prom act	VP16 counter	Menin-MLL TR inh	NPC1 prom act	FLuc modulator	MBNL1 CUG block	RORgamma inh	ELG1 DNA repair	KCNH2 3.1 inh
21	COc1ccc(OC)c(-c2csc(NC(=O)CSc3nnnn3C)n2)c1
    .	0%	-1%	.	.	-2%	1%	.	.	8%	-26
22	CC(OC(=O)CCc1nc2ccccc2c(=O)[nH]1)C(=O)NCc1ccc2c(c1)OCO2 (centres undefined)
    1%	-9%	-2%	-2%	11%	0%	-1%	-5%	-1%	-5%	-3
23	OC1(c2nc3ccccc3[nH]2)CCCCC1
    .	-12%	0%	.	.	0%	2%	.	.	8%	14
24	Cc1oncc1C(=O)NC(C)C
    1%	1%	12%	5%	11%	-5%	-1%	-6%	-23%	10%	-9
25	CCOC(=O)C1=C(N)Oc2cc(O)ccc2C1c1ccc([N+](=O)[O-])cc1 (centres undefined)
    28%	9%	-7%	?	?	-2%	5%	?	9%	-4%	1
26	CCc1ccccc1N(C(=O)c1snc(C(N)=O)c1N)C(C(=O)NCC1CCCO1)c1c[nH]c2ccccc12 (centres undefined)
    -6%	-2%	-3%	-3%	8%	-5%	-2%	?	?	-12%	-10
27	CCc1nnc(NC(=O)CCS(=O)(=O)Cc2ccccc2)s1
    3%	-3%	-3%	6%	19%	0%	0%	0%	14%	5%	4
28	COc1cccc(C(=O)NNC2=CC(=O)CC(C)(C)C2)c1
    3%	2%	0%	-6%	17%	-2%	0%	9%	-17%	13%	8
29	O=C(O)c1ccc(N2CCCC2=O)cc1
    0%	9%	8%	-1%	-8%	-1%	2%	-5%	2%	-1%	8
30	COC(=O)CSc1nc2cc3c(cc2cc1C)OCO3
    6%	1%	?	4%	-3%	13%	?	3%	21%	?	0
31	Cn1cccc1/C=N/NC(=O)c1ccc[n+]([O-])c1
    0%	-1%	-10%	11%	-2%	-1%	3%	1%	10%	-3%	10
32	Cn1c(=O)oc2cc(S(=O)(=O)Nc3cccc4c3CCCC4)ccc21
    ?	24%	6%	-2%	4%	-1%	-11%	-6%	?	-15%	19
33	NC(=O)Nn1c(CCC(=O)O)ccc1-c1ccc(Cl)cc1
    2%	-7%	3%	-3%	.	-5%	5%	0%	-6%	-2%	4
34	COC(=O)C1=CN(C2CC2)C=C(C(=O)OC)C1c1ccccc1OC
    16%	7%	2%	7%	-10%	8%	0%	29%	0%[10 µM]	7%	5
35	CC(C)NC(=S)NC(=O)/C=C/c1cccc2ccccc12
    9%	-1%	-1%	4.5µM*	-16%	0%	?	5%	1.4µM*	7%	7
36	CCOC(=O)Cc1csc(NC(=O)CSc2nnc(-c3ccc(C)cc3)o2)n1
    2%	-6%	4%	?	1%	-8%	-7%	7%	11µM*	3%	2
37	CCNC(=S)NNC(=O)c1cccs1
    -2%	0%	1%	-13%	10%	0%	2%	-1%	11µM*	2%	-3
38	Cc1ccc(S(=O)(=O)NCCC(C)C)cc1[N+](=O)[O-]
    0%	0%	-4%	-9%	4%	-2%	-1%	16%	30%	16%	-6
39	CCOC(=O)Cc1cc(=O)n2[nH]c(-c3ccc(C)cc3)cc2n1
    -9%	-1%	18%	-3%	?	1%	19µM*	1%	-1%	?	-6
40	CC(=O)c1c(C)[nH]c(C(=O)OCC(=O)NCCC2=CCCCC2)c1C
    .	-3%	-21%	.	.	-11%	-3%	.	.	-14%	0
41	O=C(Nc1ccnn1C1CCN(C(=O)c2ccccc2C(F)(F)F)CC1)C1CC1
    0%	1%	1%	?	.	1%	-1%	-8%	32%	9%	-14

High-throughput results deposited in PubChem BioAssay by National Center for Advancing Translational Sciences (NCATS).
